Bioassay records deposited in PubChem by several laboratories.
M5 ag: human M5 muscarinic receptor agonists, primary screen, CHO-K1 cells, Fluo-8 calcium fluorescence. 360,000 tested, 0.19% active. activation, % at 3 µM. Muscarinic acetylcholine receptor M5 (Homo sapiens), P08912. CHO-K1 hM5 cells; 0% DMSO wells, 100% maximal acetylcholine response. AID 624037, 2012;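 active = activation above the run's mean over test compounds plus 3 SD, cut at about 23% in these data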;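 note: signal is peak over basal fluorescence ratio across the kinetic read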
Target sequence (P08912 whole entry, looked up): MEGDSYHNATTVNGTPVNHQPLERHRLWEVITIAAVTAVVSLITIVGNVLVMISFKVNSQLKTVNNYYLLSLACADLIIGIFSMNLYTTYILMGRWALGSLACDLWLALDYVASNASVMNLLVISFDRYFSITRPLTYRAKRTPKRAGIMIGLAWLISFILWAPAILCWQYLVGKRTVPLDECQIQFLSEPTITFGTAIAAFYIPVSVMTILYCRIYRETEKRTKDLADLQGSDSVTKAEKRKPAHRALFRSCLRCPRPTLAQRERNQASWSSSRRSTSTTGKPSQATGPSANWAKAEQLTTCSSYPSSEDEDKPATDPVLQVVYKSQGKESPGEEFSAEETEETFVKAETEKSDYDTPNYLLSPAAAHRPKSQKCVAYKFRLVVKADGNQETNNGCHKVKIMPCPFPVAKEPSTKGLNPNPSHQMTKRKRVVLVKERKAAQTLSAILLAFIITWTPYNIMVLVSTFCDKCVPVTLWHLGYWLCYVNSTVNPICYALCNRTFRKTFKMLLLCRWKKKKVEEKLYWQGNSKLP
CRFR2-BP antag: antagonists of CRF-BP/CRF-R2 complex, primary screen, cell-based, HEK293, calcium dye fluorescence, uHTS; CRF-induced calcium fluorescence; inhibition, % at 11.8 µM; 350,000 tested, 0.59% active;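 active = inhibition of the ligand-induced calcium signal above about 50% at the single tested concentration, limit read from the data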
CRFR2-BP ag: agonists of CRF-BP/CRF-R2 complex, primary screen, cell-based, HEK293, calcium dye fluorescence, uHTS; calcium dye fluorescence (FLIPR); percent of saturating CRF peptide response; activation, % at 13.2 µM; 350,000 tested, 0.46% active; AID 588473, 2011;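 active = activation of at least 50%, plus an integration ratio under a set limit after plate pattern correction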;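 note: plate controls were neutral control wells without compound for no effect and CRF at EC100 for full effect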
M5 antag: human M5 muscarinic receptor antagonists, primary screen, CHO cells, Fluo-8 calcium fluorescence; Muscarinic acetylcholine receptor M5 (Homo sapiens), P08912; 360,000 tested, 0.59% active; inhibition, % at 3 µM; CHO-hM5 cells, ACh EC80;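 active = inhibition above a per-plate cutoff, the mean of that plate's test compounds plus 3 SD, cut at about 27% in these data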;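 note: 0% = acetylcholine EC80 with DMSO and 100% = DMSO without agonist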
IDE cell inh: human IDE inhibitors in live cells, primary screen, fluorescence polarization, HEK cells, FAbetaB substrate; Insulin-degrading enzyme (Homo sapiens), P14735; FAbetaB cleavage; inhibition, % at 5.59 µM; 320,000 tested, 0.41% active; AID 434962, 2010;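 active = percent inhibition above the average of all tested compounds plus 3 SD, set per screening campaign, cut at about 16% in these data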;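 note: IDE supplied by intact live HEK cells; FP after avidin binding of uncleaved biotin substrate so inhibition keeps polarization high; 0% = DMSO wells and 100% = 60 µM reference IDE inhibitor Ii1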
M4 antag: human M4 muscarinic receptor antagonists, primary screen, CHO cells, Fluo-8 calcium fluorescence | Muscarinic acetylcholine receptor M4 (Homo sapiens), P08173 | CHO-hM4 cells, ACh EC80 | inhibition, % at 3 µM | 360,000 tested, 0.73% active | AID 624125, 2012;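 active = inhibition above its plate's cutoff, the mean inhibition of sample wells plus 3 SD, cut at about 27% in these data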;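 note: 0% = acetylcholine EC80 with DMSO and 100% = DMSO without agonist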
Target sequence (P08173 whole entry, looked up): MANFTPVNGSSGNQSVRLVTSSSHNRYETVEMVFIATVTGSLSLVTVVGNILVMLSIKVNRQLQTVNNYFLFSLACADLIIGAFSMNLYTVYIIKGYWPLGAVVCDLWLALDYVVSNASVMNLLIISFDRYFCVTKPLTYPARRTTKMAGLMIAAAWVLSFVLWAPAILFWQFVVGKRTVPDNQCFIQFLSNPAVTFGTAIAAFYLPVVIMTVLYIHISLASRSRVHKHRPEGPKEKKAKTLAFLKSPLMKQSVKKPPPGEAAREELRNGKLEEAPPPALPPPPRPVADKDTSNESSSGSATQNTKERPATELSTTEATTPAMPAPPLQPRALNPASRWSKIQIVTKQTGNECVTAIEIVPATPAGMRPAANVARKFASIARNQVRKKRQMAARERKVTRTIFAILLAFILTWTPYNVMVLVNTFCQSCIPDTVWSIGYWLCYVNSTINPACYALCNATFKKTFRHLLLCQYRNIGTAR
M4 PAM: human M4 muscarinic receptor positive allosteric modulators, primary screen, CHO-K1 cells, Fluo-8 calcium fluorescence; CHO-K1 hM4/Gqi5, ACh EC20; 0% = ACh EC20, 100% = maximal ACh; AID 624126, 2012; Muscarinic acetylcholine receptor M4 (Homo sapiens), P08173; 360,000 tested, 0.4% active; activation, % at 3 µM;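 active = activation above its plate's cutoff, the mean activation of sample wells plus 3 SD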; note: some results filed as inactive read as strong as hits
M4 ag: human M4 muscarinic receptor agonists, primary screen, CHO-K1 cells, Fluo-8 calcium fluorescence; 360,000 tested, 0.14% active; activation, % at 3 µM; CHO-K1 hM4/Gqi5; vehicle 0%, full acetylcholine response 100%; Muscarinic acetylcholine receptor M4 (Homo sapiens), P08173; AID 624127, 2012;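 active = activation above the run mean over all test wells plus 3 SD, cut at about 32% in these data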;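 note: peak over basal fluorescence ratio per well then scaled between controls; 0% = DMSO wells and 100% = acetylcholine at EC100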
M5 PAM: human M5 muscarinic receptor positive allosteric modulators, primary screen, CHO-K1 cells, Fluo-8 calcium fluorescence | activation, % at 3 µM | AID 624038, 2012 | Muscarinic acetylcholine receptor M5 (Homo sapiens), P08912 | 360,000 tested, 0.3% active | CHO-K1 hM5, ACh EC20 PAM; 0% = ACh EC20, 100% = ACh EC100;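 active = activation above the run cutoff, the mean activation of all test compounds plus 3 SD, cut at about 18% in these data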
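System – CHO-K1 hM5 cells · Compound – 3 µM, single dose · Incubation – compound preincubation 140 s before EC20 acetylcholine addition · Technique – Fluo-8 calcium fluorescence · Measure – Max/basal fluorescence ratio as % of EC20–EC100 ACh window · Benchmarks – low control EC20 acetylcholine (0%), high control EC100 acetylcholine (100%) · Replication – singlicate, one well per test compound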
* hit, by the source's call; nt = not tested or not shown.

Every second line gives: M5 ag	CRFR2-BP antag	CRFR2-BP ag	M5 antag	IDE cell inh	M4 antag	M4 PAM	M4 ag	M5 PAM
COc1ccc(C2CC(=O)Oc3cc(C)c(Cl)c(C)c32)cc1 (configuration not stated)
  -1	3	3.6	-6	nt	-5	-5	-1	0
Cc1ccc(C(=O)N=c2sccn2C)cc1C
  -2	8	-0.1	26	-6	11	-8	0	-10
CCN(C(=O)COC(=O)c1ccc(C)c(S(=O)(=O)N2CCOCC2)c1)C1CCS(=O)(=O)C1 (configuration not stated)
  -3	6	-0.4	-2	-3	-9	1	1	0
COc1ccc(F)cc1-c1cc(C(=O)NCc2cc(C(F)(F)F)cc(C(F)(F)F)c2)[nH]n1
  0	nt	nt	6	nt	-1	-2	1	-2
CCOC(=O)C1=C(CNCc2ccc(F)cc2)NC(=O)NC1c1cccc([N+](=O)[O-])c1 (configuration not stated)
  -13	-28	3.9	6	-3	0	0	1	7
CCOc1ccc(C(=O)N[C@H](C(=O)O)C(C)C)cc1
  0	-1	1.2	-1	-2	-1	-1	1	5
COc1ccc(-n2nc3c(c2NC(=O)COc2ccccc2)CS(=O)(=O)C3)cc1
  -1	-11	-1.5	9	2	0	-6	2	-2
NC(=O)c1ccsc1NC(=O)CSc1ncnc2sccc12
  5	1	-2.3	15	2	1	-1	10	0
CC1=NN(c2cccc(C(=O)O)c2)C(=O)/C1=C\C=C\c1ccco1
  -3	9	-1.2	-2	-2	-2	6	-1	2
CC(C)(C)c1cc(N)n2nc(C(C)(C)C)cc2n1
  -7	-12	0.5	3	5	0	-2	0	-8
COc1ccccc1OC(C)c1nnc(SCC(=O)Nc2c(C)n(C)n(-c3ccccc3)c2=O)n1-c1ccccc1 (configuration not stated)
  -4	12	-1.5	14	-5	12	-2	-1	-10
Fc1cccc(NC(=S)NCc2ccc(Cl)cc2)c1
  5	54*	-2.5	14	-3	10	-6	10	-14
Cc1ccc(NC(=O)CCNC(=O)c2ccccc2Cl)cc1S(=O)(=O)N(C)C
  -2	14	3.5	0	-2	-6	20	3	1
COc1ccc(CN2C(=O)[C@@H]3Cc4c([nH]c5ccccc45)C(C)(C)N3C2=O)cc1
  0	-7	1.1	12	0	-1	2	4	-5
CSc1nnc(-c2sc3cc(C(F)(F)F)cnc3c2-c2ccccn2)n1C
  -2	21	2.6	-6	-6	-9	11	1	4
COC(=O)c1cc(=O)n(Cc2cccs2)c(=NCc2cccs2)s1
  1	1	0.4	-7	-3	-1	4	1	12
COc1ccccc1/C=C/C(=O)OCC(=O)Nc1nnc(-c2ccccc2)o1
  -2	7	-1.2	-1	nt	-2	0	1	2
O=C(C[n+]1cc(-c2ccc(Cl)cc2)n2c1CCC2)Nc1nc(-c2ccccc2)cs1
  -4	20	-4.1	6	15	-3	-4	4	-1
O=C(Nc1cccnc1N1CCOCC1)c1cc2ccccc2oc1=O
  4	10	0.7	-17	4	2	-2	1	15
OC(CNCC1COc2ccccc2O1)COCc1cccs1 (configuration not stated)
  -5	10	0.2	-1	1	4	-11	4	1
CCc1nc2ccc(C(=O)N3CCC(O)(Cc4ccccc4)CC3)cn2c1N(C)C(=O)Cc1ccccc1
  2	nt	nt	12	nt	0	-2	3	1
COc1ccc(NC2=C(C(C)=O)C(c3ccccc3)C(C(C)=O)C(C)(O)C2)cc1 (configuration not stated)
  -4	1	-0.7	-2	5	-1	-1	0	7
COc1ccccc1N1CCN(C(=O)c2ccccc2Oc2ccccc2)CC1
  -1	-38	-3.1	7	-1	0	-4	5	-8
C=CCN(c1ccccc1)S(=O)(=O)c1cccc(C(=O)NCC(c2ccccc2OC)N2CCCC2)c1 (configuration not stated)
  -8	13	-2.6	15	1	6	-8	-1	-30
COc1cccc(C(=O)NNC(=O)Cc2csc(N)n2)c1
  -1	-11	13	9	3	-3	-5	0	-2
CC(C)C[C@H]1CNC(=O)C(=O)N1CC1CCN(CCC(C)(C)C)CC1
  -1	-1	-1.0	-3	nt	-12	3	2	-4
COc1ccc(CCN(C)c2ncnc3sccc23)cc1OC
  -2	-11	2.5	-4	-3	-6	-2	12	-1
CCN1CCN(c2cc(=O)n(C3CCCCC3)c(=O)[nH]2)CC1
  -1	2	-0.8	-6	3	-5	0	1	4
CN(CC(=O)Nc1cccc(F)c1)C(=O)CN1c2cccc3cccc(c23)S1(=O)=O
  2	-19	0.4	11	6	-3	6	5	-2
COc1ccccc1Cn1c(=S)[nH]c2ccc(Br)cc2c1=O
  -3	11	1.5	-1	-2	-3	5	0	2
O=C(CN1CCC(NC(=O)c2ccco2)CC1)Nc1cccc2ccccc12
  -6	44	-0.5	-2	1	-19	7	2	0
O=C(CCNS(=O)(=O)c1ccccc1C(F)(F)F)N1CCN(S(=O)(=O)c2cccc(F)c2)CC1
  3	-2	-0.7	5	1	-17	3	7	-1
Cc1cccc(Nc2nnc(C)c(=O)n2N)c1
  0	-3	0.8	12	4	10	3	0	-1
NNc1nc(-c2ccccc2Cl)nc2ccccc12
  0	10	4.1	2	1	-4	3	2	0
CCOC(=O)Cn1c(=O)oc2cc(S(=O)(=O)N3CCN(C(=O)OCC)CC3)ccc21
  -3	14	0.0	7	1	-12	4	1	-1
CN1CCN(CC(=O)Nc2cc(N(C)C)nc3ccccc23)CC1
  1	58*	-2.3	2	-1	0	2	1	1
Cc1ccc(-c2cc(C(=O)N3CC4(C)CC3CC(C)(C)C4)no2)cc1 (configuration not stated)
  -4	-7	4.7	-2	4	-16	-1	1	1
N#CC(c1ccccc1)c1ccc(=O)[nH]n1 (configuration not stated)
  0	7	0.3	-1	-1	4	3	1	4
CN(C)CCCNc1ccc(-c2nn(C)c(=O)c3ccccc23)cc1[N+](=O)[O-]
  -8	14	0.9	-3	-2	-3	9	1	3
CCc1ccc2c(CN(CC)Cc3nc4ccccc4c(=O)[nH]3)cc(=O)oc2c1
  0	-9	-0.1	7	2	2	3	9	13
CC(C)(C)OC(=O)N1CCC(CC2CC(c3cccc(Br)c3)=NO2)(C(=O)O)CC1 (configuration not stated)
  0	-10	-0.9	7	4	5	0	1	0
Cc1ccc(C(=O)N2c3ccccc3Sc3ccccc32)cc1
  4	nt	nt	-6	nt	-1	-3	0	7
CCOc1cc(/C=N/O)ccc1OCC(=O)Nc1cccc(C)c1
  0	-24	0.6	8	2	1	0	3	-5
CN(/N=C/c1ccco1)C1=NS(=O)(=O)c2ccccc21
  0	-1	0.5	4	6	8	-3	1	2
CCOC(=O)c1csc(NC(=O)c2ccc(C#N)cc2)n1
  0	-13	1.0	11	-7	-2	-1	1	-4
O=c1[nH]n(-c2ccccc2)c(=O)c2ccccc12
  2	13	0.9	-2	1	-5	2	-1	2
OC(c1cccc(Cl)c1)c1nc(-c2ccc(Cl)cc2)cs1 (configuration not stated)
  -1	nt	nt	4	nt	2	4	0	-2
Cc1ccc(-c2nn(-c3ccccc3)cc2C(=O)N2CCOCC2)cc1
  -8	-4	-0.2	3	-4	3	-2	0	-1
C/C=C\C=C/C(=O)Nc1cccc(C2=NOC3(C2)C[C@@H](C(N)=O)N(C(=O)/C=C/C=C\C)C3)c1 (some centres not stated)
  2	7	0.6	7	9	7	10	2	3
O=C(NC(NCCCN1CCOCC1)(C(F)(F)F)C(F)(F)F)C1CCCCC1
  0	-6	1.2	2	4	-4	-4	1	-3

(listing goes on)
Every second line gives: M5 ag	CRFR2-BP antag	CRFR2-BP ag	M5 antag	IDE cell inh	M4 antag	M4 PAM	M4 ag	M5 PAM
O=C(c1ccco1)N1CCN=C1SCc1ccc(F)cc1
  0	19	-0.2	1	3	-3	-1	0	-7
O=C(OCC(O)COc1ccccc1)c1ccc([N+](=O)[O-])cc1 (configuration not stated)
  -4	13	1.6	0	0	-12	-14	5	-3
COc1c(Cl)ccc(Cl)c1C(=O)NC(=S)N1CCOCC1
  1	-7	0.2	7	-3	3	-7	1	1
Cc1ccc(S(=O)(=O)N/N=C/c2ccc(O)c(O)c2)cc1[N+](=O)[O-]
  3	4	-0.8	2	3	0	10	2	3
O=C(c1ccccc1)N1N=C(c2ccccc2)CC1c1ccccc1[N+](=O)[O-] (configuration not stated)
  -1	-25	-0.1	-5	-3	3	-3	0	5
C=CCN1C(=O)c2ccc(C(=O)N(CC)CC(=O)Nc3ccc(OC)cc3)cc2C1=O
  0	-9	0.3	11	0	-11	5	1	-4
CCOCCCNC(=O)C(c1ccccc1)N(Cc1ccc2c(c1)OCO2)C(=O)c1ccccc1O (configuration not stated)
  -4	-7	-0.8	-5	-1	-16	7	6	-4
CC(=O)Nc1ccc(NC(=O)C(C)OC(=O)CCC(=O)c2ccc(F)cc2)cc1 (configuration not stated)
  0	28	0.0	0	-2	14	-4	1	-3
Cc1cccc(C(=O)NC2CCN(S(=O)(=O)c3cccc(F)c3)CC2)c1
  -3	41	-1.6	-15	nt	-18	2	2	2
COc1cccc(N2C(=O)C3CCCN3C2c2ccc(N(C)C)cc2)c1 (configuration not stated)
  1	9	1.3	-4	0	-2	-1	1	3
CC1(C(=O)Nc2ccc3c(c2)OCCO3)CCC(=O)N1C1CCN(Cc2ccccc2)CC1 (configuration not stated)
  -1	nt	nt	-2	nt	5	-3	0	1
O=C(NNS(=O)(=O)c1ccccc1[N+](=O)[O-])c1cccc([N+](=O)[O-])c1
  0	-5	1.6	2	-1	10	-12	0	-2
CCOc1ccccc1OCC(=O)NCCc1ccc(S(N)(=O)=O)cc1
  -3	-7	1.6	10	2	-14	-4	6	-6
Cc1ccc(C(C)NC(=O)c2cc3cc(Br)ccc3oc2=N)cc1 (configuration not stated)
  -4	-13	4.1	1	1	-2	7	1	4
CCCCN1CC(=O)N2[C@H]3c4cc(OC)ccc4OC[C@@H]3[C@H](C(=O)OCC)[C@]2(C)C1=O
  1	1	-2.2	-3	4	-3	6	4	5
Cc1cc(NC(=O)c2cc3ccccc3o2)cc(C)c1OCC(=O)N1CCOCC1
  6	0	-0.4	11	3	-12	-7	23	-11
COc1ccc(-c2c(C#Cc3ccsc3)c3cc(-c4ccc5c(c4)OCCO5)ccc3n2C)cc1
  2	6	0.1	0	-2	-2	-3	2	4
Cc1[nH]c(C)c(S(=O)(=O)Nc2cccc(Cl)c2C)c1C(=O)N1CCCC1
  -2	-4	1.9	-1	-1	-6	5	2	3
O=C(CSc1nc(O)cc(=O)[nH]1)C1CC1
  4	-14	0.0	-4	0	-1	-1	1	7
